# S3 lipid droplet = qHTS Assay for Lipid Storage Modulators in Drosophila S3 Cells | Potency in µM for hits, for the others lipid storage change, negative = inhibition, % at the top dose, mostly 46.1 µM | 320,000 tested, 0.64% active | Drosophila S3 cells, BODIPY lipid droplet fluorescence, 18-24 h; cells fed with added oleic acid | AID 2685; active = well fitted inhibition curve with a large enough effect in the signal ratio, with a control signal flat, not every such curve was filed as active; inconclusive = small, poorly fitted or top-dose-only effect, or effect the other way, or a change in a side signal; the % refers to the signal ratio
#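 Drosophila S3 cells loaded with oleic acid (400 uM, as added) and compounds at several concentrations; lipid droplets imaged by 488-nm laser-scanning cytometry, 500–530 nm intensity and object ratio to cell channel. Percent activity normalized to 20 uM Triacsin C.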
# S3 lipid droplet cell count max = further read-out of S3 lipid droplet, marked with its call; cell number change, %; measured here: cell count max response;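 cells counted by Cell Tracker Red CMTPX staining in the red channel; peak over a dose series mostly up to 46.1 µM; percent activity relative to internal control wells on each plate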
# The depositor's hits bear a star; i = inactive; u = inconclusive; x = not tested or not shown; [ ] = remark or other dose. % is scaled to controls: 0 for no effect and ±100 for the full control effect; potency is read from the fitted curve at half-maximal effect. Not all compounds are listed; the hit share may differ from the screen's.
SMILES,S3 lipid droplet,S3 lipid droplet cell count max
CC(C)c1cc(=O)n2[nH]c(SCc3ccccc3)nc2n1,15%,x
COc1ccc(N2C(=O)C3C(C2=O)C(C(=O)c2ccccc2)N2CCCC32)cc1 (stereo not given),u,x
CN1CCC(N(C)CC(=O)Nc2ccc3c(c2)OC(F)(F)O3)CC1,10%,-6
CC(=O)Oc1cccc(/C=C2\C=C(c3ccc(C)cc3)OC2=O)c1,u,x
CC(=O)Nc1ccc(S(=O)(=O)N2CCN=C2c2ccccc2)cc1,u,x
Cc1cc(Nc2ccc(Br)cc2)n2nc(C)nc2n1,6%,2
Cc1cc(C)nc(SCc2ccccc2C#N)n1,u,x
CC1=CC(C)(C)NC(=S)N1c1ccc(C)c(C)c1,4%,15
CCCNc1cc(=O)n(C)c(=O)n1C,u,x
Cc1cc(C(C)(C)C)ccc1OCCCCN1CCCC1,u,x
COc1ccc(C(=O)Nc2nc(CC(=O)NCc3ccc(F)cc3)cs2)cc1,u,x
Cn1cnnc1SCC(=O)Nc1ccc2nc(SCc3ccccc3)sc2c1,u,x
C/C(=N\OCC(=O)Nc1ccccc1C(C)(C)C)c1ccc2c(c1)OCCO2,13%,-5
O=[N+]([O-])c1cc2c(cc1/C=N/n1c(-c3ccccn3)n[nH]c1=S)OCO2,u,x
O=C(NCC1(c2ccccc2)CCCC1)c1ccc(Br)cc1,16%,4

# Brought forward from above: four compounds, followed by the next part.
SMILES,S3 lipid droplet,S3 lipid droplet cell count max
Cn1cnnc1SCC(=O)Nc1ccc2nc(SCc3ccccc3)sc2c1,u,x
C/C(=N\OCC(=O)Nc1ccccc1C(C)(C)C)c1ccc2c(c1)OCCO2,13%,-5
O=[N+]([O-])c1cc2c(cc1/C=N/n1c(-c3ccccn3)n[nH]c1=S)OCO2,u,x
O=C(NCC1(c2ccccc2)CCCC1)c1ccc(Br)cc1,16%,4
CCCNC(=O)c1ccc(N2CCC3(CC2)CC(c2cccc(Br)c2)=NO3)c(NC(=O)c2ccc(Cl)c([N+](=O)[O-])c2)c1,9%,5
Cc1ccc(/C=N\NC(=O)/C(=C\Nc2nccc(C)n2)NC(=O)c2ccccc2)cc1,19%,5
CCOC(=O)C1=C(O)/C(=C/c2ccc(CNC(=O)C(=O)Nc3ccc(C)cc3)o2)N=C1C,u,x
CC(C)(C)c1cc(C(=O)NNC(=O)c2ccc(Cl)cc2)no1,u,x
COc1cc(CN2CCC(Cc3ccccc3)CC2)cc(OC)c1OC,i,x
O=C(CN(c1ccccc1)S(=O)(=O)c1ccccc1)Nc1ccc(F)cc1,i,x
Cc1ccc(-c2nnn(CC(=O)N(c3cnc4ccccc4c3)C(C(=O)NC3CCCC3)c3ccncc3)n2)o1 (stereo not given),u,x
CCC(=O)OCC(=O)Nc1cc(C)c(C)cc1[N+](=O)[O-],8%,16
O=C1NC2(CCCC2)Oc2ccccc21,2%,11
O=C(CN1C(=O)CC(c2ccccc2)Sc2ccccc21)NCC1CCCO1 (stereo not given),5%,10
CCCCCCCN1C(Nc2ccccc2)=NC[C@@H]1CC(C)C,u,x
CC(=O)c1cccc(CN2CCC(C(=O)Nc3cccc(-c4ccn[nH]4)c3)CC2)c1,i,x
Cc1ccc(S(=O)(=O)N=S(CCO)CCO)cc1,-10%,-8
N#CCCn1cc(/C=N/O)c(-c2ccccc2)n1,-4%,2
CCN1CCN(CC(O)COCCOc2ccc(Br)cc2)CC1 (stereo not given),-7%,5

# Taken from above:
# S3 lipid droplet cell count max result of CCCNC(=O)c1ccc(N2CCC3(CC2)CC(c2cccc(Br)c2)=NO3)c(NC(=O)c2ccc(Cl)c([N+](=O)[O-])c2)c1 = 5
# S3 lipid droplet result of N#CCCn1cc(/C=N/O)c(-c2ccccc2)n1 = -4%

# Additional records follow:
SMILES,S3 lipid droplet,S3 lipid droplet cell count max
COc1ccc(NC(=O)COc2ccccc2Cc2ccccc2)cc1S(N)(=O)=O,u,x
COc1ccc(CCNC(=O)COc2nncc3ccccc23)cc1,i,-9
COc1ccc2cc(C(=O)C3CCCN(C(=O)C4=NN(C)C(=O)CC4)C3)ccc2c1 (stereo not given),u,x
Cc1cc(C(=O)COC(=O)CC2Sc3ccccc3NC2=O)c(C)n1-c1ccc(Br)cc1 (stereo not given),23%,40
CCN(CC(=O)Nc1ccc(S(N)(=O)=O)cc1)S(=O)(=O)c1cc(C)ccc1OC,u,x
CC(=O)n1cc([C@H]2C=C(C(=O)NCc3ccccc3)O[C@@H](OCc3ccc(CO)cc3)C2)c2ccccc21,u,x
CC(=O)N1CCN(C(=S)c2ccc([N+](=O)[O-])cc2)CC1,-9%,-7
COCCn1c(SC(C)C(=O)Nc2ccc(N3CCOCC3)cc2)nnc1-c1ccncc1 (stereo not given),14%,1
COc1ccc2c(c1OC)C(=O)N1C2SC[C@H]1C(=O)NC1CC(C)(C)NC(C)(C)C1 (stereo not given in full),u,x
O=C(c1ccccc1)N1CCN(c2ccc(N3CCOCC3)nn2)CC1,-28%[0.0737 µM],-9
COc1cc(Cl)ccc1OCc1cc(C(=O)N2CCN(c3ccccn3)CC2)no1,i,x
Brc1ccc(-c2nc(-c3ccccn3)no2)o1,u,x
COCCCNC(=O)c1cc(C(=O)c2ccccc2Br)c[nH]1,u,x
COc1ccc(Cl)cc1-n1c(N)c(C(N)=O)sc1=S,-1%,-6
CCOCC(=O)Nc1nnc(C2CCCCC2)s1,i,x
C/C(=N\Nc1ccc(Cl)c(C(=O)O)c1)c1cc2ccccc2o1,i,x
COc1ccc(C(=O)Oc2ccc(/C=N/NC(=O)c3ccccc3OC)cc2[N+](=O)[O-])cc1,12%,17
COc1ccc(Oc2c(C)oc3cc(OC(=O)N4CCOCC4)ccc3c2=O)cc1,i,x
COn1c(-c2ccc(C)cc2)nc2ncccc21,i,17
COc1ccc(CCNC(=O)C(=O)NCC2OCCN2S(=O)(=O)c2cccs2)cc1 (stereo not given),15%,0
COc1ccc(NC(=O)c2ccc3nc[nH]c3c2)cc1,u,x
CN1CCN(S(=O)(=O)c2cccc(C(=O)Nc3cc(C(F)(F)F)ccc3N3CCCCC3)c2)CC1,u,x
CSc1ccccc1NC(=O)c1ccc(N2CCCC2=O)cc1,u,x
N#Cc1cc([N+](=O)[O-])cnc1N(CCO)CCO,u,x
Cc1ccc(N2CCN(C(=S)Nc3ccccc3C)CC2)cc1,u,x
C[N+]1(CC(=O)OCCCC2CCCCC2)CCCC1,u,x
CC(Nc1nc(N2CCN(CCO)CC2)nc2ccccc12)c1ccccc1 (stereo not given),-12%,-7
O=C(Nc1nc2ccc(S(=O)(=O)N3CCCC3)cc2s1)C1CCCO1 (stereo not given),i,1
O=C(NC(=S)Nc1ccccn1)c1cccc([N+](=O)[O-])c1,0%,16
O=C1CCCC(O)=C1N=Nc1cccc(S(=O)(=O)N2CCOCC2)c1,-3%,-9
O=C(Nc1ccc(Cl)c(Cl)c1)Nc1ccccn1,u,x
Cc1ccc(-c2cn(-c3ccccc3F)c(=S)[nH]2)cc1,-12%,21
Cc1cc(N2C(=O)C(O)=C(C(=O)c3ccco3)C2c2cccnc2)no1 (stereo not given),u,x
COc1cccc(Nc2nnc(Cc3cccnc3)c3ccccc23)c1,u,x
CCCCCn1c(=O)[nH]c2cc(C(=O)NCCCN3CCCCC3)ccc2c1=O,u,x
CC1(C)CC(=O)C2=C(C1)c1c(ccc3ccccc13)NC2c1ccc(OCC(=O)O)cc1 (stereo not given),u,x
CC(=O)c1ccc(NS(=O)(=O)c2ccc3c(c2)CCC(=O)N3)cc1,-18%,2
O=C(O)/C(=C\c1cccc([N+](=O)[O-])c1)c1ccc(S(=O)(=O)N2CCCCC2)s1,u,x
CC(/C=C1\SC(=S)N(C(C(=O)O)C(C)C)C1=O)=C\c1ccccc1 (stereo not given),-10%,-12
Cc1cc(=O)[nH]c(SCC(=O)Nc2ccc(Br)cc2)c1C#N,u,x
CCC(C)NC(=O)C1(O)c2ccccc2NC(=O)N1c1ccc(C)c(C)c1 (stereo not given),-23%,-11
CC(=O)Nc1ccc(S(=O)(=O)Nc2ccccc2N2CCOCC2)cc1Cl,u,x
COC(=O)C1=C(CS(=O)(=O)c2cc(Cl)ccc2OC)NC(=O)NC1c1ccc(O)c(OC)c1 (stereo not given),i,10
CC(C)N=Cc1c(O)[nH]c2ccccc12,u,x
CS(=O)(=O)N(CC(=O)N1CCCC1)c1ccccc1Br,5%,2
COC(=O)c1[nH]c2ccc(C)cc2c1NC(=O)CN1CCCc2ccccc21,u,x
Cc1ccc(OCC(=O)N/N=C/c2ccccc2)c([N+](=O)[O-])c1,1%,4
O=C(O)CSc1cnc2ccccc2n1,i,x
CC1CN(c2cc3nccnc3cc2F)CC(C)O1 (stereo not given),u,x
COc1ccc(S(=O)(=O)Oc2cc(C(=S)N3CCOCC3)ccc2OC)cc1,u,x
Cc1ccc(C2CC(=O)c3cnc(N4CCc5ccccc5C4)nc3C2)cc1 (stereo not given),u,x
Cc1ccc(NC(=O)c2c(C)nc3ccccn23)cc1C,u,x
c1ccc(-c2nc(NCc3ccco3)c3oc4ccccc4c3n2)cc1,u,x
COC(=O)c1[nH]c2ccccc2c1NC(=O)CN1CCN(C/C=C/c2ccccc2)CC1,u,x
COc1ccc(C(=O)Nc2nc(C)cc(C)n2)cc1[N+](=O)[O-],u,x
O=[N+]([O-])c1cc(S(=O)(=O)CCCN2CCOCC2)ccc1F,i,-8
Cc1c(C(=O)NCCN2C(=O)S/C(=C\c3cccnc3)C2=O)cccc1[N+](=O)[O-],2%,2
O=C(Nc1ccccc1)NC1(C(=O)N2CCC(O)CC2)CCCCC1,6%,0
COc1cc(NC(=O)CN2CCC(Cc3ccccc3)CC2)c(C)cc1[N+](=O)[O-],u,x
COc1ccc(OC)c(S(=O)(=O)N2CCC(C(=O)NCc3ccccc3OC)CC2)c1,u,x

# 5 neighbouring compounds already listed, for reference:
SMILES,S3 lipid droplet,S3 lipid droplet cell count max
COC(=O)c1[nH]c2ccc(C)cc2c1NC(=O)CN1CCCc2ccccc21,u,x
Cc1ccc(OCC(=O)N/N=C/c2ccccc2)c([N+](=O)[O-])c1,1%,4
O=C(O)CSc1cnc2ccccc2n1,i,x
CC1CN(c2cc3nccnc3cc2F)CC(C)O1 (stereo not given),u,x
COc1ccc(S(=O)(=O)Oc2cc(C(=S)N3CCOCC3)ccc2OC)cc1,u,x

# Next part:
SMILES,S3 lipid droplet,S3 lipid droplet cell count max
O=C(O)COc1ccc(/C=N/Nc2nc(Nc3ccccc3)nc(N3CCCCC3)n2)cc1,u,x
CCOc1cccc2c1OC1(C)CC2NC(=O)N1c1cccc(C(=O)N2CCN(c3ccccn3)CC2)c1 (stereo not given),i,-26
Cc1nc2ccc(Br)cn2c(=O)c1Cl,u,x
CCCn1cnc2cc(NCc3ccc(Br)cc3)ccc21,24%,6
O=C(NC1CCCCCCC1)c1cccc(S(=O)(=O)N2CCOCC2)c1,u,x
O=C(NCCN1CCCCC1)Nc1ccc(Br)cc1,i,2
O=C(Nc1ccc(Cl)cn1)Nc1ccccc1Cl,21%,22
COc1ccc(C2Nc3cccc4cccc(c34)N2)cc1,u,x
Cc1c(-c2ccc(Cl)cc2)oc(=O)c2c(N)n(-c3ccccc3)nc12,u,x
CCN1/C(=C/c2ccc3cc(C)ccc3[n+]2CC)Sc2cc(C)ccc21,u,x
COc1cccc(COC(=O)CSCC(=O)Nc2cccc(C)c2)c1OC,u,x
O=C(Nc1ccncc1)c1cc2ccccc2o1,u,x
CN(CC(=O)Nc1ccc(F)c(F)c1F)C(=O)C1CCN(C(=O)Nc2ccccc2)CC1,u,x
O=C(O)c1ccc(CNC(=O)C2CCCN2C(=O)OCc2ccccc2)cc1 (stereo not given),-6%,-6
O=C(O)c1cccc(-n2nc(-c3ccc(Cl)c([N+](=O)[O-])c3)c3ccccc3c2=O)c1,u,x
O=C(c1cc2nc(-c3cccs3)cc(C(F)(F)F)n2n1)N1CCCc2ccccc21,u,x
Cc1ccc(S(=O)(=O)C2CCCCC2=O)cc1 (stereo not given),-5%,15
O=C(N/N=C/c1cccnc1)c1ccccc1Cl,27%,25
CC(C)(CNC(=O)CCC1CCCC1)CNC(=O)CCC1CCCC1,u,x
O=C(c1ccccc1)N1CCC(c2nc(-c3ccc(S(=O)(=O)N4CCOCC4)cc3)no2)CC1,-12%,-23
Cc1onc(-c2ccccc2Cl)c1C(=O)NC(=S)NCCc1ccccc1,u,x
CC(=O)Nc1ccc(OCc2nnc(-c3ccc(Cl)cc3)o2)cc1,u,x
COc1ccc(N2CCN(C(=O)c3ccc4c(=O)n5c(nc4c3)CCCCC5)CC2)cc1,u,x
CC(=O)c1ccccc1NC(=O)c1ccc(N2CCCC2=O)cc1,u,x
O=C(Oc1ccc(-n2cnnn2)cc1)c1ccccc1,u,x
COc1cccc2sc(N3CCN(C(=O)c4cccs4)CC3)nc12,-9%[0.0737 µM],16
O=C(NCc1ccco1)c1cc2ccccc2c(=O)o1,13%,-20
CCN(CC)S(=O)(=O)c1ccc(N2CCN(C)CC2)c(NC(=O)c2cc(=O)c3ccccc3o2)c1,u,x
CCOC(=O)CC(=O)CSc1nc(C)nc2c1oc1ccccc12,u,x
Cc1ccc(N2CN(CCC3=CCCCC3)CNC2=S)cc1,7%,-5
CCOC(=O)c1ccn(-c2nc(-c3ccco3)cc(C(F)(F)F)n2)n1,u,x
CNC(=O)c1cc2c(=O)n3cc(C)ccc3nc2n(C(C)C)c1=N,u,x
O=C1C2C3CC(C(Br)C3Br)C2C(=O)N1CC1CCCO1 (stereo not given),u,x

# Assay outcomes deposited in PubChem BioAssay by National Center for Advancing Translational Sciences (NCATS).
